Screening results (PubChem BioAssay)
LmPK inh = blocks Leishmania mexicana pyruvate kinase activity. AID 1721. purified LmPK, Kinase-Glo ATP luminescence, 1 h. Potency, µM (top dose mostly 57.5 µM), for inactives: at the top dose activity change, negative = inhibition, most hits filed as inhibitors. actives 0.37% (n = 290,000); note: potency is the fitted concentration of half-maximal effect; % is set by controls: 0 for no effect and ±100 for the full control effect
Target sequence (Q27686 whole entry, looked up): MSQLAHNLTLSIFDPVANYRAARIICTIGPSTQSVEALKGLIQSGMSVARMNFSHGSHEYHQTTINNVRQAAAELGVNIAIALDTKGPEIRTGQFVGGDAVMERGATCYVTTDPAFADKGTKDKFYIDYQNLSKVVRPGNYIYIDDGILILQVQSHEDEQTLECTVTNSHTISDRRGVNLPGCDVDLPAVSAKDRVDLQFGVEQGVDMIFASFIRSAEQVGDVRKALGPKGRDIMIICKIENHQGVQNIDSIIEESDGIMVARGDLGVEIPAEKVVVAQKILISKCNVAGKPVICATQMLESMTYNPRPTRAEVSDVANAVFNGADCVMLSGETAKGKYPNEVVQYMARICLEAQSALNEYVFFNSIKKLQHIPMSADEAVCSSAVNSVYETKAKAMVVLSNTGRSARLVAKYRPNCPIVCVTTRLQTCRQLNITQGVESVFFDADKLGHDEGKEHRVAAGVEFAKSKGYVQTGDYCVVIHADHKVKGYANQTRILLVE
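Pyruvate kinase activity monitored as ATP production (luciferase luminescence). Conditions: 0.1 nM enzyme, 0.5 mM PEP, 0.1 mM ADP, 1 h, RT; normalized against uninhibited and no-enzyme wells.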
Pf growth 48h = P. falciparum growth inhibition at 48 hours (one generation); P. falciparum luciferase growth in erythrocytes, 48 h; Potency, µM (series often up to 28.7 µM), without a hit: top-dose activity change, negative = inhibition, most hits filed as inhibitors; actives 5.9% (n = 310,000); AID 504832; note: potency is the fitted concentration of half-maximal effect; % is set by controls: 0 for no effect and ±100 for the full control effect
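Firefly luciferase activity from engineered P. falciparum reports growth; inhibitors lower the luminescent signal. Cultures contained 2% hematocrit erythrocytes at 0.1% final parasitemia.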
Pf growth 96h = P. falciparum growth inhibition at 96 hours | AID 504834 | actives 6.9% (n = 320,000) | Potency, µM (series often up to 28.7 µM), for the others: at the top dose activity change, negative = inhibition, usual class: inhibitors | P. falciparum luciferase reporter growth, 96 h; note: potency is the fitted concentration of half-maximal effect; % is set by controls: 0 for no effect and ±100 for the full control effect
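Plates of compound plus infected erythrocytes (2% hematocrit, 0.05% parasitemia final) incubate 96 hours, 37 C, 5% CO2. Detection reagent added; reduced luminescence from the parasites' luciferase reporter flags inhibition.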
Shiga toxin inh = Shiga toxin inhibition | inhibition, % at 38.7 µM | Vero cells, Shiga toxin protein synthesis inhibition reporter | AID 2315 | actives 9.2% (n = 290,000); in the data active = inhibition mostly above about 28%, no sharp cut-off; inactive = mostly below about 43%; note: 0% is about no effect
Cycloheximide cs = counter-screen hit for Shiga toxin inhibitors, cycloheximide | cell reporter, cycloheximide protein synthesis inhibition counterscreen | max response, % | actives 12% (n = 300,000) | AID 2314; in the data active = max response mostly above about 13%, no sharp cut-off; inactive = mostly below about 14%; note: read at 38.3 µM for the half of the compounds with a filed dose; 0% is about no effect
AMA1-RON2 inh = disrupts binding of P. falciparum AMA1 to RON2. AlphaScreen AMA1-biotinylated RON2 peptide binding. Potency, µM (series often up to 58.2 µM), for inactives: at the highest dose activity change, negative = inhibition, hits mostly inhibitors. actives 0.2% (n = 360,000). AID 720542;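 note: potency is the fitted concentration of half-maximal effect; 0% = vehicle wells and -100% = peptide control; nearly all actives have a fitted effect of over 45% in size; some results filed as inactive show a strong effect at the top dose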
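AMA1 (3D7) with his tag at 25 nM final met compounds first, then biotinylated RON2 peptide at 25 nM; detection used donor plus acceptor beads, 10 µg/mL apiece, read by AlphaScreen after 30 min at room temperature.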
Tb PYK inh = blocks Trypanosoma brucei pyruvate kinase | Q57TT1 | TbPYK enzyme, Kinase-Glo Plus ATP luminescence, 45 min | Potency, µM (series often up to 76.8 µM), without a hit: at the highest dose activity, negative = inhibition, most hits filed as inhibitors | actives 0.12% (n = 410,000) | AID 624173; note: potency is the fitted concentration of half-maximal effect; % is set by controls: 0 for no effect and ±100 for the full control effect; nearly all actives have a fitted effect of over 50% in size
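Enzyme and substrate buffer are dispensed first and compound is pin-transferred. ADP at 130 uM final then starts the reaction, which runs 45 min at room temperature. Detection reagent is added for 10 min before luminescence is imaged.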
Numbers without * were called inactive; i = inactive; ? = inconclusive; · = not tested or not shown; [ ] = another dose, or the depositor's remark. Unless noted, calls come from the whole dose curve; as a rule, active = well fitted curve in the direction sought with a large enough effect; inconclusive = small, poorly fitted or top-dose-only effect, or another doubt; inactive = no such curve, though single readings can be large; an effect the other way counts as inactive or inconclusive. Compounds as they come; overall some 21% were active at least once.

smiles	LmPK inh	Pf growth 48h	Pf growth 96h	Shiga toxin inh	Cycloheximide cs	AMA1-RON2 inh	Tb PYK inh
Cc1ccc(N(CC(=O)NC(C)(C)C)C(=O)CNC(=O)c2cccs2)cc1	4%	7.4µM*	6%	15	0	-6%	-4%
CC(Oc1ccc(-c2nnco2)cc1)C(=O)N1CCOCC1 (centres undefined)	·	-10%	10%	·	·	26%	0%
COc1ccc(N2CCN(CC(O)COc3ccc4c(c3)CCC4)CC2)cc1 (centres undefined)	-2%	·	-11%	-16	-4	-20%	-6%
CCOC(=O)Cn1c(=N)n(CCOc2cccc(C)c2)c2ccccc21	-8%	-8%	?	-11	-2	-14%	-2%
Cc1ccc(NS(=O)(=O)c2ccc(NC(=O)C3CC3)cc2)cc1C	4%	62%[activator]	-2%	-18	-1	-3%	0%
CN=C1S/C(=C\c2ccc(N3CCOCC3)cc2C)C(=O)N1C	-2%	14%	-24%	5	9	10%	0%
O=C(CN1C(=O)COc2ccc(Cl)cc21)N1CCCCC1	2%	?	-17%	-6	-3	-6%	-7%
CC(=O)N1CCN(S(=O)(=O)c2cccc(C(=O)OCC(=O)N(CCC#N)c3ccc(F)cc3)c2)CC1	·	-22%	?	·	·	3%	1%
CCOc1ccc(S(=O)(=O)NNS(=O)(=O)c2ccc(C)cc2C)cc1	-1%	18%	43%[activator]	-2	-2	2%	?
CCCOc1ccc(C(=O)c2nc3c(n2O)CCCCC3)cc1	1%	·	27%	-9	-5	8%	-7%
NC(=O)c1ccc(NC(=O)c2ccc3c(c2)CCN3S(=O)(=O)c2ccccc2)cc1	-2%	0%	?	-2	-8	-9%	2%
Cc1cccc(N2CCN(CC(=O)Nc3ccccc3[N+](=O)[O-])CC2)c1C	5%	20%	72%[activator]	-19	-3	-15%	-1%
O=C(O)c1ccc(NC(=S)NCc2ccccc2)cc1	0%	14%	?	12	-2	10%	-3%
CCN(CC(=O)NCc1ccc(F)cc1)C(=O)C1CC1C (centres undefined)	1%	14%	3%	-19	-2	-1%	7%
Cc1ccc(-c2cc(-c3ccccc3[N+](=O)[O-])[nH]n2)c(O)c1	2%	-18%	-18%	75*	31*	42%[activator]	1%
COC(=O)c1sc(-c2ccc(Cl)cc2)cc1NC(=O)c1ccccc1C(=O)O	-2%	62%[activator]	67%[activator]	72*	31*	-2%	-2%
N#C/C(=C\c1cn(CC(=O)N2CCCC2)c2ccccc12)C(=O)NCc1ccc2c(c1)OCO2	0%	15%	?	9	5	-4%	-1%
O=C(C[N+]12CCC(CC1)C(OC(=O)c1ccccc1)C2)c1ccc([N+](=O)[O-])cc1 (centres undefined)	5%	·	·	-2	-1	4%	3%
CSC1=NCCN1C(=O)c1c(F)cccc1Cl	-3%	·	?	-7	-2	12%	2%
COC(=O)Nc1cc(C)n(-c2ccccc2)n1	5%	58%[activator]	51%[activator]	9	-2	-16%	-1%
O=c1c2c(-c3ccc(Cl)cc3)csc2ncn1/N=C/c1cccc([N+](=O)[O-])c1O	-27%	?	0%	-3	12	?	-8%
O=C(c1coc(=O)c2ccccc12)N1CCN(Cc2ccccc2)CC1	-7%	1%	?	-17	-2	-19%	-5%
COc1ccc(C(=O)C2CCCN(C3Cc4ccccc4C3)C2)cc1OC (centres undefined)	4%	?	-1%	-6	7	-7%	2%
CCN(CC)S(=O)(=O)c1ccc(-c2nnc(SCC(=O)Nc3ccc4c(c3)OCO4)o2)cc1	3%	?	-5%	1	-2	20%	-6%
O=C(C1CC1c1ccccc1)N1CCN(c2cccc(Cl)c2)CC1 (centres undefined)	9%	2%	·	13	6	7%	3%
COC(=O)/C=C/c1oc2ccccc2c1C	-4%	19%	13%	38	15	5%	-2%
Cc1cnc(C(=O)Nc2ccc(N3CCN(C(=O)OC(C)(C)C)CC3)cc2)cn1	-13%	-16%	49%[activator]	-1	-2	-11%	-4%
CCCCCCn1c(O)c(C=NC2CCN(Cc3ccccc3)CC2)c(=O)[nH]c1=O	3%	·	?	-2	-3	1%	-5%
COCC(C)Nc1ncnc2c1cnn2-c1ccc(Cl)cc1 (centres undefined)	6%	·	·	101*	33*	1%	-5%
COCCNC(=O)C1CCN(S(=O)(=O)c2c(C)noc2/C=C/c2cccs2)CC1	-4%	?	48%[activator]	-3	3	7%	-1%
c1ccc(C2=Nc3cccnc3C(c3ccccc3)=NN2)cc1	7%	-3%	9%	92*	34*	30%	-10%
COc1cccc(NC(=O)Cn2c(=O)n(C)c(=O)c3sc4c(c32)COC(C)(C)C4)c1	-2%	4.1µM*	2.6µM*	-3	8	-13%	1%
COc1ccc(CCNC(=O)c2cc3sccc3n2C)cc1OC	-1%	?	106%[activator]	-11	2	7%	11%
CCOC(=O)CSc1nc2c(sc(=S)n2Cc2ccco2)c(=O)n1-c1ccccc1	-1%	?	?	-15	-3	-4%	-10%
COc1ccc(C(=O)N2N=C(c3ccccc3)CC2(O)C(F)(F)F)cc1 (centres undefined)	-8%	-6%	?	13	7	58%[activator]	-5%
CCOC(=O)c1cccc(NC(=O)CCNS(=O)(=O)c2cc(Br)cnc2N)c1	6%	?	12%	-10	21	2%	1%
COC(=O)c1ccccc1NC(=O)C1COc2ccccc2O1 (centres undefined)	2%	-16%	-6%	122*	55*	19%	2%
COc1ccc(S(=O)(=O)N(C)CC(=O)NCCN2CCOCC2)cc1	-1%	20%	101%[activator]	3	-2	8%	4%
O=C(Nc1ccccn1)C1CCN(C(=O)c2ccc(F)cc2)CC1	·	-14%	3%	·	·	-2%	2%
Cc1ccc(C(C(=O)NC(C)(C)C)N(Cc2ccc3c(c2)OCO3)C(=O)c2ccc(CN3CCOCC3)o2)o1 (centres undefined)	0%	?	36%[activator]	5	-3	6%	5%
C/C(CS(=O)(=O)c1ccccc1)=N\O	1%	-3%	15%	-11	-5	7%	-1%
Cc1ccc(CN2CC(C(=O)Nc3ncc(C)s3)CC2=O)cc1 (centres undefined)	·	?	-7%	·	·	-2%	2%
Cc1cc(C)c(OCC(=O)OCC(=O)NNC(=O)c2ccccc2F)c(C)c1	·	-23%	7%	·	·	89%[activator]	0%
N#C/C(=C\c1ccccc1)c1n[nH]c(Cn2cncn2)n1	10%	-11%	·	-14	4	58%[activator]	-7%
CO/C=C/C#CC1(O)CCN(C)CC1	-2%	-1%	18%	-6	-2	1%	0%
CCOc1cc(/C=C2/C(=O)ON=C2C)cc(Br)c1O	-6%	-2%[0.00184 µM]	-2%	-8	-2	-12%	-20%
O=C(Nc1ccc(N=Nc2ccccc2)c(NC(=O)C2CCCO2)c1)C1CCCO1 (centres undefined)	1%	-17%	?	-9	-5	?	-1%
C[C@@H]1CC=C[C@@H]2[C@H]1C(=O)N(Cc1ccccc1)[C@H]2c1cccc(Br)c1	·	·	·	i	1	0%	-6%
O=[N+]([O-])c1ccc(CSc2nnc(SCc3ccc(Cl)cc3)s2)cc1	9%	17%	?	-8	1	-10%	1%
Cc1ccccc1CSc1nnc(Cn2c(=O)sc3ccccc32)n1C	-1%	-2%	39%[activator]	-3	-2	3%	-1%
COc1ccc(C)cc1S(=O)(=O)N(C)CC(=O)NCc1ccccn1	-8%	-4%	?	6	-1	11%	-6%
O=c1ccc(OCCOc2ccccc2)nn1-c1ccccc1	3%	11%	38%[activator]	-6	-5	-2%	8%
CCn1cc(Br)c(C(=O)NC(=S)Nc2ccc(C(=O)OC)cc2)n1	5%	4%	10%	3	2	-2%	-5%
COc1ccc(-c2c([C@H]3[C@H]4C=CC[C@@H](C)[C@@H]4C(=O)N3Cc3ccccc3)ccc3ccccc23)cc1OC	0%	2.3µM*	2.9µM*	21	2	-13%	1%
CC(C)(C)NC(=O)c1cc2c(ccc3ccccc32)oc1=O	2%	22%	106%[activator]	·	27*	8%	3%
COc1ccccc1C(CNC(=O)c1ccc(S(=O)(=O)N2CCCCC2)cc1)N(C)C (centres undefined)	·	?	3%	·	·	0%	0%

Limited to AMA1-RON2 inh and Pf growth 96h, for some of the entries so far:
SMILES	AMA1-RON2 inh	Pf growth 96h
CCn1cc(Br)c(C(=O)NC(=S)Nc2ccc(C(=O)OC)cc2)n1	-2%	10%
COc1ccc(-c2c([C@H]3[C@H]4C=CC[C@@H](C)[C@@H]4C(=O)N3Cc3ccccc3)ccc3ccccc23)cc1OC	-13%	2.9µM*
O=[N+]([O-])c1ccc(CSc2nnc(SCc3ccc(Cl)cc3)s2)cc1	-10%	?

More structures
smiles	LmPK inh	Pf growth 48h	Pf growth 96h	Shiga toxin inh	Cycloheximide cs	AMA1-RON2 inh	Tb PYK inh
CNC(=O)NC(=O)CSc1nc2ccccc2n1CCOC	-4%	13%	8%	-6	-4	13%	2%
O=C1O[C@@H]([C@@H](O)CO)[C@@H](O)[C@H]1O	·	-5%	-19%	·	·	·	-9%
CCOC(=O)Nc1nnc(-c2ccccc2OC)s1	-2%	56%[activator]	12%	33*	21*	4%	1%
COc1ccc(C)cc1S(=O)(=O)N1CCN(C(=O)c2ncoc2-c2cccc(C)c2)CC1	3%	1%	0.93µM*	5	-6	-6%	-2%
COc1cccc(NC(=O)CN(C)C(=O)c2cccnc2Nc2cccc(C(F)(F)F)c2)c1	·	9.3µM*	?	·	·	-2%	0%
c1ccc(CNn2nnnc2-c2ccccc2)cc1	-1%	2%	-94%	16	0	-2%	4%
CSc1ccc(/C=C(/NC(=O)c2ccco2)C(=O)NCc2ccco2)cc1	-2%	9%	?	2	-3	5%	-6%
CC(C)NC(=O)C1CCN(C2CCN(C(=O)c3scc4c3CCCC4)CC2)CC1	3%	?	?	10	-2	4%	2%
CN1CCc2nc(SCc3cccc(Br)c3)c(C#N)cc2C1	3%	?	?	11	10	5%	-1%
COc1ccccc1CNS(=O)(=O)c1ccc(-c2cc(C)no2)cc1	1%	?	-19%	-7	-1	2%	1%
COc1ccc(Cl)cc1NC(=S)N(CCN1CCOCC1)C1CCN(C(C)=O)CC1	8%	1%	?	19	-2	3%	-4%
COc1ccc(NC(=O)CSc2ncn(-c3ccccc3)n2)cc1Cl	1%	16%	?	-2	1	16%	2%
CCOP(=O)(OCC)C(NC(=O)c1ccc(C)cc1)=C(Cl)Cl	-1%	0%	-22%	-12	-3	18%	-2%
O=c1ccc(/C=C/c2ccccc2)nn1Cc1ccc(F)cc1	-4%	-1%	1%	15	-2	5%	7%
O=c1[nH]c(C2CCCN(S(=O)(=O)Cc3ccccc3)C2)nc2c1nnn2Cc1cccc(Cl)c1 (centres undefined)	4%	12µM*	10%	23	0	-4%	4%
CNC(=O)c1csc(-c2cccs2)n1	-4%	i	94%[activator]	64	21	3%	-2%
CNC(=S)NNC(=O)c1sc2cc(C(F)(F)F)cnc2c1-c1ccccn1	5%	2%	?	-2	1	37%[activator]	-11%
